Screening results (PubChem)
Peg3 prom inh: inhibitors of Peg3 promoter; 1.7% of 360,000 active; HeLa PEG-Prom luciferase reporter, luminescence, overnight; AID 588405; inhibition, % at 20 µM;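 active means inhibition of at least 50% at 20 µM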
NR2E3 ag-1: human photoreceptor-specific nuclear receptor agonism; CHO-S Gal4-NCOR/VP16-NR2E3 two-hybrid, luciferase; inhibition of corepressor binding, % at 3.98 µM; 0.35% of 360,000 active; AID 602229;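 active means inhibition above the mean of all tested compounds plus 3 SD, cut at about 70% in these data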;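 further: 0% = DMSO with NR2E3 transfected cells and 100% = cells lacking NR2E3 construct; higher means lower luciferase signal from less NR2E3 corepressor binding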
Target sequence (Q9Y5X4 whole entry, looked up, the tested form may be a part): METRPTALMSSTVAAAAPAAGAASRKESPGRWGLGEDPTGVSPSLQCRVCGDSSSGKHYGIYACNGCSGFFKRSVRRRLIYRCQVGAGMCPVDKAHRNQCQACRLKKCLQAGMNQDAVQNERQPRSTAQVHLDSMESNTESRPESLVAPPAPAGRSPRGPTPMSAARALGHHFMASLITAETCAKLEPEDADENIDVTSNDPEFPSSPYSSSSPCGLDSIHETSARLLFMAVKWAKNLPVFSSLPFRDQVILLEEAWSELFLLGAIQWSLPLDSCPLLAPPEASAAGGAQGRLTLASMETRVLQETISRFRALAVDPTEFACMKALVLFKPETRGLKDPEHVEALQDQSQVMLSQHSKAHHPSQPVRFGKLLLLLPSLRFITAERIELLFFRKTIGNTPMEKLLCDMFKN
TRPM1 prom inh: reduces MITF-dependent TRPM1 promoter luciferase signal | SK-MEL-5 TRPM1 promoter luciferase, 24 h | inhibition, % at 12.5 µM | 0.83% of 330,000 active;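 active means mean inhibition across replicates of 60% or more, whatever share of single replicates reaches that level; inconclusive means some that reach 60%, reason not given; inactive means mean inhibition across replicates below 60%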; further: values of inactives mirror those of a sister screen read the other way
CF NFkB block: blocks PAF-induced NF-kB reporter in cystic fibrosis cells; KKLEB NF-kB-GFP reporter, GFP fluorescence overnight; inhibition, % at 5 µM; 0.86% of 360,000 active; AID 588850;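 active means at least 50% inhibition at 5 µM, scaled per plate between neutral and stimulator controls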;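 further: PAF is a Pseudomonas aeruginosa culture filtrate used as stimulus; plate controls were PAF-stimulated DMSO wells for no effect and unstimulated DMSO wells for full effect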
KKLEB tox: CF airway cell cytotoxicity counter-screen. activity change (cytotoxicity), % at 5 µM. 0.36% of 360,000 active. KKLEB CF airway cells viability, ATPlite luminescence, overnight; hits give low values; cells stimulated with P. aeruginosa culture filtrate. AID 602141;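 active means corrected activity change at or below -50% at 5 µM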
iPSC survival up: increases survival of single human iPS cells; survival enhancement, % at 20 µM; AID 602274; 0.044% of 360,000 active; hiPSC single-cell survival, ATPlite luminescence; 100% = ROCK inhibitor wells, 0% = DMSO; in the data active means survival enhancement above about 18%;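 further: cells exposed to compounds for 16 hours before the ATP read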
HIF-2a block: HIF-2a inhibition; 786-0 RCC cells HIF-2a reporter, luciferase luminescence, overnight; inhibition, % at 18.8 µM; 0.72% of 360,000 active;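 active means inhibition of the luminescence signal of 40% or more relative to plate controls, in a single-dose primary screen at 18.75 µM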
Shn3 inh set2: inhibitors of Schnurri-3 3'UTR reporter in osteoblasts | Clone20 osteoblast Shn3 3'UTR firefly luciferase, 24 h | 0.52% of 360,000 active | inhibition, % at 12.5 µM;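 active means mean inhibition of at least 75% with every replicate also reaching 75%; inconclusive means mean inhibition at least 75% but some replicate below; inactive means mean inhibition below 75%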;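 further: 0% = median of neutral control wells and 100% = pilot-screen positive control compound; some compounds past the cut are filed as inactive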
NR2E3 ag-2: NR2E3 (human) agonism. Q9Y5X4. GST-NR2E3/biotin-RetCOR TR-FRET, 1536-well. inhibition of corepressor binding, % at 4.78 µM. 0.12% of 320,000 active. AID 2300;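 active means percent inhibition above the cutoff of mean plus 3 SD of all tested compounds, set per screening campaign, cut at about 20% in these data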;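 further: 0% = DMSO wells and 100% = biotin wells as full block of FRET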
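Material – GST-tagged NR2E3 plus biotinylated RetCOR corepressor · Quantity – NR2E3 fusion 1.35 nM · Times – 5 h incubation at 4 °C · Medium – pH 7.5 Tris-based buffer · Technique – TR-FRET, Eu(K)-anti-GST donor, streptavidin-D2 acceptor, ex 340, em 617/671 nm · Benchmarks – high control biotin, low control 0.6% DMSO · Format – 1536-well plates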
aDG glyco act: alpha-DG glycosylation activation. Pro5-aDG cells, alpha-DG glycosylation AlphaScreen (IIH6); 0% Pro5, 100% B10-LARGE cell signal. activation, % at 10 µM. 0.22% of 360,000 active;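 active means activation of at least 8% versus controls, or a plate z-score of at least 8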;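 further: Pro5 are CHO cells carrying HIG-tagged alpha-DG that lacks glycosylation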
TWEAK-Fn14 inh: TWEAK-Fn14 signaling inhibition; TWEAK-stimulated Fn14 reporter cells, luciferase luminescence, 8 h; inhibition, % at 10 µM; 2% of 360,000 active; in the data active means inhibition above about 50%
* = called active by the depositor; ? = inconclusive; · = not tested or not shown.

SMILES	Peg3 prom inh	NR2E3 ag-1	TRPM1 prom inh	CF NFkB block	KKLEB tox	iPSC survival up	HIF-2a block	Shn3 inh set2	NR2E3 ag-2	aDG glyco act	TWEAK-Fn14 inh
CCc1cccc(CC)c1NC(=O)COC(=O)C1(c2ccc(Cl)cc2)CCCC1	14	-8	7	-6	0	0.0	24	32	-1	0.1	24
CC(O)CNc1nc2sc3c(c2c(=O)n1Cc1ccco1)CCCCC3 (centres undefined)	-98	4	-53	-10	0	-0.8	-167	-31	-4	-0.4	-30
Cc1nn(-c2nnc(C)c(=O)[nH]2)c(C)c1SCC(=O)Nc1ccc(C(C)C)cc1	-4	6	9	-1	2	0.0	7	-2	4	0.3	0
COc1ccc(-n2c(Cc3cccn3C)nnc2SCC(=O)Nc2ccc(C(C)=O)cc2)cc1	3	-11	3	-10	8	-1.3	2	5	1	0.0	15
COc1cc(/C=N/Nc2nc3c(c(=O)n(C)c(=O)n3C)n2Cc2ccccc2)ccc1OC(=O)c1ccco1	22	-2	0	-79	9	-1.3	-29	81	3	-0.7	72*
O=C(c1cnc2ccccc2n1)N1CCN(c2ccc(C(F)(F)F)cn2)CC1	8	12	0	2	11	0.4	3	-6	1	0.0	-2
Cc1ccc(O)c(N=Nc2ccccc2)n1	-164	-23	-64	1	-1	-4.5	-187	-58	-4	-0.2	57*
Cc1nc(SCC(=O)NCc2ccco2)[nH]c(=O)c1C	20	28	8	-24	-2	-0.5	-6	-5	0	0.0	20
CCCCNC(=O)c1ccc(S(=O)(=O)c2ccc(Cl)cc2)c(NC(C)=O)c1	23	11	-5	-7	12	-2.2	5	-6	2	0.0	14
CC(C)(C)NC(=O)c1ccc2c(c1)N(CC(=O)NC1CCCC1)C(=O)C(C)(C)O2	10	-23	12	-6	-2	-0.5	22	1	0	0.1	-5
CC12CCC(C(=O)n3c1nc1ccccc13)C2(C)C (centres undefined)	27	10	12	-25	5	7.8	13	9	0	-0.1	8
CCCOC(=O)c1cc(-c2ccc(/C=C3/C(=O)N(C)C(=O)C(C#N)=C3C)o2)ccc1Cl	-56	-96	-13	-9	9	0.6	-19	-1	-3	-0.2	-16
CC1(OC(=O)C2CCCC2)C(=O)C=C2C=C(c3ccsc3)N(C3CC3)C=C2C1=O (centres undefined)	2	-7	9	11	0	-0.6	18	16	-2	0.3	10
O=C(CS(=O)(=O)c1ccc(F)cc1)Nc1nnc(-c2ccccc2Cl)o1	3	4	1	-7	8	-0.3	3	3	-2	-0.1	-5
CCCC1NC(=O)c2cc3ccccc3cc2-n2c1nc1ccc(F)cc1c2=O (centres undefined)	27	-16	·	17	-5	1.3	5	16	·	0.0	-10
CN(C)C(=O)c1cc2c(c(-c3cccc(-c4ccccc4F)c3)n1)[C@@H](CCO)N(S(C)(=O)=O)C2	·	-13	·	·	·	-0.5	0	·	·	0.2	0
COc1ccc(CNc2nc3nc(C)c(Cl)c(C)n3n2)cc1OC	-22	-14	0	-8	2	3.9	-13	-1	-5	0.0	-22
CCCCCCCCN=C1NC(=O)CS1	14	-9	7	11	-12	1.2	-19	20	3	0.3	16
Cc1ccc(S(=O)(=O)N(C)C)cc1NC(=O)COC(=O)c1ccc2c(=O)n3c(nc2c1)CCC3	-11	-24	-5	25	1	-0.5	2	-10	2	0.2	1
Cc1cccc2sc(N(CCCN(C)C)C(=O)c3ccc(Cl)s3)nc12	-32	-39	-19	-4	-10	-0.4	-17	6	-3	-0.1	-20
COc1ccccc1N1CCN(CC(=O)Nc2ccnn2C2CCCC2)CC1	16	2	6	6	-19	-0.1	-5	30	6	0.4	-10
CCOc1ccc(CN2CCN(Cc3ccon3)CC2CCO)cc1 (centres undefined)	6	-4	11	-4	7	-0.2	9	16	0	-0.1	-19
Cc1cc(C)c2c(CC(=O)NNC(=O)c3ccccc3)coc2c1	4	-15	1	-13	3	-0.5	0	9	0	0.8	-22
Cn1c(O)c(N=NC(=O)c2ccccc2O)c2ccccc21	-206	-82	-17	-12	8	-4.0	-182	-80	4	0.1	0
CCn1c(SCc2ccc([N+](=O)[O-])cc2)nnc1C(C)NC(=O)c1ccccc1Br (centres undefined)	8	-8	-4	-10	-3	-0.6	7	16	-3	0.1	-12
Cc1cc(/C(N)=N/OC(=O)c2ccccc2Cl)no1	-96	-150	-32	-8	6	-0.8	-160	-19	-1	-0.1	54*
Cc1ccc(CCNC(=O)CCSCc2ccc(Cl)cc2)cc1	10	-1	4	-21	2	2.8	14	-3	1	-0.1	3
O=C(NCCCN1CCOCC1)c1cc(Cl)ccc1Cl	6	-23	-15	-1	-6	-0.2	17	-11	3	0.0	-17
O=C(CN1C(=O)c2ccccc2S1(=O)=O)NCCSc1ccccc1	-2	-5	6	-6	1	-2.8	-21	-3	-7	0.7	1
O=C(OCC#CCSc1nnc(-c2cccc3ccccc23)o1)c1ccc(F)cc1	-37	1	-17	-32	14	-2.4	-36	-8	·	0.2	-17
CC(C)CN(C(=O)COC(=O)c1cc2c(s1)CCC2)C1CCS(=O)(=O)C1 (centres undefined)	3	-20	-3	-18	5	0.1	24	9	2	-0.1	-3
COC(=O)CN1C(=O)C2(OCCCO2)c2cc(Br)ccc21	-19	-6	12	0	4	1.1	12	1	0	0.0	-6
Cc1ccc2nc(CSc3nnc(Nc4ccccc4F)s3)cc(=O)n2c1	36	-23	6	-17	-27	2.1	-16	-35	1	0.1	8
COc1ccc(OCC(O)CN2CCN(c3ccc(OC)cc3)CC2)cc1 (centres undefined)	9	8	·	-14	2	-0.1	6	-11	1	0.0	3
COc1ccc(S(=O)(=O)n2ccc(-c3ccc(OCCN(C)c4ccccn4)cc3)n2)cc1	13	-6	15	-4	8	-1.6	-3	62	-3	0.0	30
O=c1oc2ccccc2c(Nc2ccccc2)c1CN1CCCCC1	10	-3	-19	5	-8	-0.6	8	14	2	0.0	-42
CSc1nnc(C(C)(C)C)c(=O)n1/N=C/c1ccccc1	11	14	-5	-1	-3	-0.4	23	-14	3	0.0	1
CC1=C(C(=O)N2CCOCC2)CC(CC(=O)NC2CC2)C(=O)N1Cc1ccc(F)cc1 (centres undefined)	9	-2	·	-25	15	-1.4	16	9	·	-0.1	-1
CCCn1nnnc1NCc1c(Cl)cccc1Cl	0	-8	5	-5	-2	-0.2	7	24	-1	-0.4	8
CC1=C2C3OC(=O)C(C)C3CCC2(C)C=C(Br)C1=O (centres undefined)	3	-2	·	-15	-1	-0.3	9	-5	·	-0.1	1
C#CCOc1ccc(OC)cc1C(c1c(C)[nH][nH]c1=O)c1c(C)[nH][nH]c1=O	13	-7	3	-6	1	0.3	30	-15	·	0.1	3
CN(C(=O)COC(=O)COc1ccc2ccccc2c1)c1c(N)n(Cc2ccccc2)c(=O)[nH]c1=O	1	2	15	-20	14	0.2	20	17	3	0.0	19
CN(c1cccc(NC(=O)COc2ccccc2)c1)S(C)(=O)=O	-126	5	-55	-5	9	-2.0	-125	-82	1	-0.1	-9
O=C(Cc1ccc(-n2c(=S)[nH]c3ccccc3c2=O)cc1)N1CCC(N2CCCCC2)CC1	-11	-1	14	5	6	1.8	2	4	-1	-0.3	8
Cc1cc(O)c2c(c1O)C(=O)[C@]13C(=C2O)C(=O)[C@@H]2[C@@H](O)[C@H]1[C@@H]1[C@H](O)[C@H]3C(=O)C3=C(O)c4c(O)cc(C)c(O)c4C(=O)[C@]312	30	101*	?	53*	-19	-5.0	-21	92*	·	0.7	65*
COCCCNC(=O)c1cccn2c(=O)c3cc4ccccc4cc3nc12	-1	0	-9	-90	23	-0.5	-148	15	3	0.2	9
Cc1csc(SCC(=O)N(C)C2CCS(=O)(=O)C2)n1 (centres undefined)	0	-4	10	-11	15	-0.3	3	6	·	0.1	-8
C=CCSc1nc2sc(C)c(C)c2c(=O)n1CC=C	8	2	-4	16	-2	2.1	6	-9	3	0.0	11
CN(c1ccc(C(=O)Nc2cccc(O)c2)cc1)S(=O)(=O)c1ccccc1	-59	-49	-42	14	-23	0.5	-68	-9	-1	-0.4	-23
COCOCCn1cc(CN2CCS(=O)(=O)N(Cc3ccc(-c4ccc(OC)cc4)cc3)C(C(C)C)C2=O)nn1 (centres undefined)	-7	-17	·	0	9	3.3	10	40	·	0.0	18
More compounds.
SMILES	Peg3 prom inh	NR2E3 ag-1	TRPM1 prom inh	CF NFkB block	KKLEB tox	iPSC survival up	HIF-2a block	Shn3 inh set2	NR2E3 ag-2	aDG glyco act	TWEAK-Fn14 inh
CC(C)N1CCc2c(sc(NC(=O)Cc3ccccc3)c2C(N)=O)C1	11	-14	·	-19	-1	-1.5	-17	-20	-1	0.2	10
COc1ccc(CNC(=O)NCc2ccc(OC)c(OC)c2)cc1OC	8	-9	9	3	-12	-2.1	10	2	0	-0.3	-3
NC(=O)c1ccsc1NC(=O)COC(=O)C1=NNC(=O)CC1	6	-2	3	-21	10	-0.1	11	4	1	0.1	1
Cc1ccc(-c2nc(S(=O)(=O)c3ccc(C)cc3)c(N(C)C)o2)cc1	7	-21	-6	34	-23	4.1	6	-2	1	-0.1	-1
COc1ccc2oc(C)c(C(=O)NN)c2c1	8	5	4	-16	14	3.6	8	0	-1	0.1	-6
CC(C)(C)c1ccc(-c2c(C(=O)O)c(C(=O)O)c3n2CSC3)cc1	11	19	-9	3	-1	1.8	-3	1	0	-0.2	-18
COC(=O)C1=C(C)NC(=S)N(C(C)=O)C1c1ccc(OC)c(OC)c1 (centres undefined)	5	6	-8	8	5	1.1	4	18	1	-0.4	0
COc1ccc(CNC(=O)c2cccc(S(=O)(=O)N3CCN(C)CC3)c2)cc1	21	-30	6	7	1	-0.5	7	-21	-2	0.0	-25
COCCNC(=O)/C(C#N)=C/c1ccc(OCc2ccc(F)cc2)cc1	-137	-14	-35	-11	4	-0.5	-82	-17	-3	0.8	-1
COc1ccc(OCC(O)CNS(=O)(=O)c2cccs2)cc1 (centres undefined)	14	-32	9	3	-7	-0.5	-4	-9	-1	0.0	-16
CCOc1ccc(C2C=C(c3ccc(C)cc3)Nc3nnnn32)cc1 (centres undefined)	-48	-11	-15	1	-7	6.5	-22	6	-1	-0.1	24
O=C(CCNC(=O)C1CCN(S(=O)(=O)c2ccccc2)CC1)NCc1ccncc1	0	-22	-8	0	28	-0.4	0	5	1	0.1	-2
O=C(c1ccc(Sc2ccccc2)c([N+](=O)[O-])c1)N1CCOCC1	-3	-13	1	2	-13	0.5	-5	12	-2	-0.1	18
CN(NC(=O)C1CC(=O)N(c2ccccc2)C1)C1=NS(=O)(=O)c2ccccc21 (centres undefined)	2	11	-1	20	-1	3.3	10	3	4	0.1	2
